# Compound activity as filed in PubChem.
# Tb PFK inh: qHTS Assay to Find Inhibitors of T. brucei phosphofructokinase | ATP-dependent 6-phosphofructokinase (Trypanosoma brucei brucei), O15648 | T. brucei PFK, ADP-Glo luminescence | Potency, µM (top dose mostly 57.5 µM), without a hit: top-dose activity, negative = inhibition, usual class: inhibitors | 330,000 tested, 0.17% active | AID 485367, 2010;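 also: potency is read from the fitted curve at half-maximal effect; 0% = uninhibited 1x PFK enzyme wells and -100% = no-enzyme wells; nearly all actives have a fitted effect of over 60% in size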
# Target sequence (O15648 whole entry, looked up): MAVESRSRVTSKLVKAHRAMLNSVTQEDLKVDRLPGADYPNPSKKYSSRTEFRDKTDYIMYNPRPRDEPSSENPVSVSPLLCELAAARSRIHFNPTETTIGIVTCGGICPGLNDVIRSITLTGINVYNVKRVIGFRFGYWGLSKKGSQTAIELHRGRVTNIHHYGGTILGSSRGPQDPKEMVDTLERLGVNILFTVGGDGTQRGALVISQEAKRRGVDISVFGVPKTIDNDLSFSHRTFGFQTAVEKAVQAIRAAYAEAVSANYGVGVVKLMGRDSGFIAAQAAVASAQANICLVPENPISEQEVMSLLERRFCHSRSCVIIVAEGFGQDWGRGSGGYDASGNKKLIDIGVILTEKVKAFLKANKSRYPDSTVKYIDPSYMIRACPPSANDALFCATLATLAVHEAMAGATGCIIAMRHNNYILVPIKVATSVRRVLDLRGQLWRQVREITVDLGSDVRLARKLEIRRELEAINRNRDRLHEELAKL
#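 Compounds were pin-transferred as a titration series up to 57 uM into substrate buffer (0.5 mM F6P, 0.1 mM ATP, pH 8.0), then 1.25 nM PFK was added and reactions ran 45 min before ADP-Glo detection.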
# ELG1 genotox: qHTS screen for small molecules that induce genotoxicity in human embryonic kidney (HEK293T) cells expressing luciferase-tagged ELG1. HEK293T ELG1-luciferase reporter, luminescence, 16 h. Potency, µM (top dose mostly 46 µM), for the others: top-dose activity change, positive = activation, hits mostly activators. 330,000 tested, 1.3% active. AID 504466, 2011; also: potency is read from the fitted curve at half-maximal effect; % of control where 0% means no effect; nearly all actives have a fitted effect of over 60% in size
#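 Genotoxic stress is detected as increased luminescence from luciferase-tagged ELG1 in HEK293T cells, measured with ONE-Glo after a 16 hr treatment at 37 °C.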
# NPC1 promoter act: qHTS Assay for NPC1 Promoter Activators; 320,000 tested, 2.4% active; AID 485313, 2010; Huh7 NPC1 promoter luciferase reporter, 24 h; Potency, µM (highest dose often 9.22 µM), for the others: top-dose activation, most hits filed as activators;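 also: potency is read from the fitted curve at half-maximal effect; % of control where 0% means no effect; nearly all actives have a fitted effect of over 60% in size; reporter is driven by a mutant NPC1 promoter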
#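 Cells: Huh7 expressing luciferase under the NPC1 promoter, 1500/well. Seeded 2 h, compound added, incubated 24 h at 37 °C. Luciferase reagent, 10 min ambient, then luminescence.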
# Giardia killer: Small Molecules that selectively kill Giardia lamblia: qHTS; Giardia lamblia trophozoite viability; activity change, % at 7.66 µM, hits read low; AID 540267, 2011; 340,000 tested, 0.15% active; in the data active = activity change below about -80%; inconclusive = between about -30% and that limit;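 also: parasites exposed to compound for two days anaerobically before the ATP read; % is scaled to controls: 0 for no effect and ±100 for the full control effect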
#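 Giardia trophozoites, 100 cells per well, were exposed to compounds for 48 hrs at 37 deg C under anaerobic conditions; viability was then read as ATP content by bioluminescence after 15-30 min at room temperature.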
# VP16 counter: VP16 counterscreen qHTS for inhibitors of ROR gamma transcriptional activity; 310,000 tested, 3.5% active; Potency, µM (highest dose often 53.6 µM), without a hit: at the highest dose activity, negative = inhibition, actives largely listed as inhibitors; Drosophila S2 Gal4-VP16 UAS-luciferase, luminescence, 20 h; AID 2546, 2010;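 also: Gal4-VP16 expression switched on by copper sulfate through the metallothionein promoter; potency is read from the fitted curve at half-maximal effect; % is scaled to controls: 0 for no effect and ±100 for the full control effect; nearly all actives have a fitted effect of over 50% in size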
# FBPA coupling cs: qHTS Assay for Inhibitors of Fructose-1,6-bisphosphate Aldolase from Giardia Lamblia: Coupling assay counterscreen; AID 2472, 2010; activity change, negative = inhibition, % at 58.2 µM, hits read low; coupling enzyme system counterscreen, AmpLite Red fluorescence; 290,000 tested, 0.67% active; in the data active = activity change below about -30%; also: % is scaled to controls: 0 for no effect and ±100 for the full control effect
#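 Coupling enzymes only (glyceraldehyde-3-phosphate) + compound, at 57.5 uM final, 10 min RT; add substrate/coupling/AmpLite Red mix, 20 min RT; fluorescence ex 525/em 598 nm. Actives flag coupling-system interference.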
# uPA generation: qHTS for Inhibitors of Cell Surface uPA Generation; cell surface uPA generation assay, qHTS; Potency, µM (titrated, usually from 38.3 µM), inactives show at the top dose activity change, negative = inhibition, actives largely listed as inhibitors; 330,000 tested, 0.31% active; AID 540303, 2011; active = well fitted inhibition curve with a large enough effect; inconclusive = small, poorly fitted or top-dose-only effect; inactive = no such curve, though single readings can be large or run the other way; tested in mouse RAW 264.7 cells; also: potency is read from the fitted curve at half-maximal effect; % is scaled to controls: 0 for no effect and ±100 for the full control effect; nearly all actives have a fitted effect of over 55% in size
# FLuc counter: qHTS profiling assay for firefly luciferase inhibitor/activator using purifed enzyme and Km concentrations of substrates (counterscreen for miR-21 project); purified FLuc, Km substrates, luminescence inhibition; Luciferin 4-monooxygenase (Photinus pyralis), P08659; 360,000 tested, 6.9% active; Potency, µM (top dose mostly 57.5 µM), for inactives: top-dose activity change, negative = inhibition, most hits filed as inhibitors;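 also: potency is read from the fitted curve at half-maximal effect; plate controls were vehicle for no effect and reference inhibitor for full effect; nearly all actives have a fitted effect of over 55% in size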
#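 Purified P. pyralis luciferase, 10 nM final, with Km-level 10 uM D-luciferin and 10 uM ATP in 50 mM Tris acetate pH 7.5, 10 mM Mg acetate, 0.01% Tween-20, 0.05% BSA; 6-point qHTS titration about 60 µM downward; luminescence read.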
# RORg inh: qHTS for inhibitors of ROR gamma transcriptional activity; Drosophila S2 Gal4-RORgamma UAS-luciferase reporter, 20 h; AID 2551, 2010; Potency, µM (highest dose often 53.6 µM), inactives show at the highest dose activity change, negative = inhibition, most hits filed as inhibitors; 310,000 tested, 5.4% active; also: potency is read from the fitted curve at half-maximal effect; % is scaled to controls: 0 for no effect and ±100 for the full control effect; nearly all actives have a fitted effect of over 60% in size
# Target sequence (P51450 whole entry, looked up, the tested form may be a part): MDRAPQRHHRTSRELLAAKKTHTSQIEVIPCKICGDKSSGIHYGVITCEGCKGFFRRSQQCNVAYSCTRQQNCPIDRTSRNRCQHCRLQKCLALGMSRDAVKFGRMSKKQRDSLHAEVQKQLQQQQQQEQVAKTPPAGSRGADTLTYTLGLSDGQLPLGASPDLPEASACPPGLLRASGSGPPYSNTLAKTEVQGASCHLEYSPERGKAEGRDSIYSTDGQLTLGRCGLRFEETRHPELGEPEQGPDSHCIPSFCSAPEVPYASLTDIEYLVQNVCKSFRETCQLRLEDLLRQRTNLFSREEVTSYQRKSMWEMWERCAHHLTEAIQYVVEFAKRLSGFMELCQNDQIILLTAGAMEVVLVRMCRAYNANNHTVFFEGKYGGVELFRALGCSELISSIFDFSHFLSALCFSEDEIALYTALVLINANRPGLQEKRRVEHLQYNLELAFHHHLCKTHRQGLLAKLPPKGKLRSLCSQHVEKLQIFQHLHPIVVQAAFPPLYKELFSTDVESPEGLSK
#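 Compounds are pin-transferred onto Drosophila Schneider cells expressing a copper-inducible Gal4–ROR gamma transactivation domain fusion. After 1 hr, copper sulfate is added to 700 uM final; luciferase is read 20 hr later.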
# Rab9 prom act: qHTS Assay for Rab9 Promoter Activators. Potency, µM (doses to about 9.22 µM), inactives show top-dose activation, negative = inhibition, usual class: activators. AID 485297, 2010. 320,000 tested, 2.8% active. Huh7 Rab9 promoter-luciferase reporter, luminescence, 24 h; also: potency is read from the fitted curve at half-maximal effect; % of control where 0% means no effect; nearly all actives have a fitted effect of over 60% in size
#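 Cell-based reporter: Huh7 stable for Rab9 promoter-driven luciferase, plated in reduced-serum medium with 10% FBS at 1500 cells/well, compound-treated 24 h at 37 °C, luminescence read after 10 min reagent.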
# KCNH2 3.1 inh: qHTS for Inhibitors of KCHN2 3.1: Mutant qHTS | U2OS KCNH2 3.1, thallium flux FluxOr; stronger effect = lower value | activity change, % (tested at about 1.8 µM) | 340,000 tested, 0.95% active | AID 720553, 2013;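 active = maximum activity change below -70%; inconclusive = maximum activity change from -70% to -50%; inactive = maximum activity change above -50%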;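 also: thallium influx rate constant from kinetic fluorescence after stimulation buffer; % is scaled to controls: 0 for no effect and ±100 for the full control effect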
#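 Kinetic fluorescence (2 min after stimulation buffer) measures Tl+ influx through KCNH2 3.1 expressed by viral transduction in U2OS cells; the rate constant is normalized against DMSO controls serving as positive and negative references.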
# Active calls of the source: *; ? = inconclusive; . = no result given; [ ] = dose if it differs, or a comment. Unless noted, calls follow the shape of the dose curve; as a rule, active = well fitted curve in the direction sought with a large enough effect; inconclusive = small, poorly fitted or top-dose-only effect, or another doubt; inactive = no such curve, though single readings can be large; an effect the other way counts as inactive or inconclusive.
# The first 3 compounds as a preview:
structure	Tb PFK inh	ELG1 genotox	NPC1 promoter act	Giardia killer	VP16 counter	FBPA coupling cs	uPA generation	FLuc counter	RORg inh	Rab9 prom act	KCNH2 3.1 inh
CCN(CC)CCC(c1ccc2c(c1)OCO2)c1c(OC)cc(OC)c2ccc(=O)oc12 (stereo not given)	3%	8%	-2%	2	-3%	0	-12%	0%	-12%	-1%	5
CCN1C=C(Cc2cccs2)C2=C(C1)C(c1cccs1)C(C#N)=C(N)O2 (stereo not given)	-1%	-4%	-6%	11	-2%	-3	0%	5%	18%	0%	-4
O=C(Nc1ccccc1)C1=C(O)CC(c2ccco2)CC1=Nc1ccccc1 (stereo not given)	-2%	1%	-4%	-3	-5%	0	4%	1%	-7%	2%	-9

# Results (from the top)
structure	Tb PFK inh	ELG1 genotox	NPC1 promoter act	Giardia killer	VP16 counter	FBPA coupling cs	uPA generation	FLuc counter	RORg inh	Rab9 prom act	KCNH2 3.1 inh
CCN(CC)CCC(c1ccc2c(c1)OCO2)c1c(OC)cc(OC)c2ccc(=O)oc12 (stereo not given)	3%	8%	-2%	2	-3%	0	-12%	0%	-12%	-1%	5
CCN1C=C(Cc2cccs2)C2=C(C1)C(c1cccs1)C(C#N)=C(N)O2 (stereo not given)	-1%	-4%	-6%	11	-2%	-3	0%	5%	18%	0%	-4
O=C(Nc1ccccc1)C1=C(O)CC(c2ccco2)CC1=Nc1ccccc1 (stereo not given)	-2%	1%	-4%	-3	-5%	0	4%	1%	-7%	2%	-9
Cc1c(C(=O)Nc2ccccc2)csc1-c1ccccc1	-6%	3.7µM*	1.1µM*	-30	?	-4	-7%	0.21µM*	?	0.71µM*	-9
CN(C)C=Nc1ncc2c([nH]c3ccccc32)c1C#N	-5%	-4%	?	9	-13%	-4	-1%	?	-22%	?	-6
Cc1ccc(C(=O)NNC(=O)c2ccc(C)cc2)cc1	-1%	11%	3%	-6	0%	0	8%	-10%	17%	16%	5
O=C(COC(=O)C1CCN(S(=O)(=O)c2cccs2)CC1)Nc1ccccc1Br	-3%	4%	-5%	-13	17%	5	3%	-10%	4%	6%	-22
COc1ccc(CC(=O)O/N=C(\N)Cc2cccc3ccccc23)cc1	4%	-4%	-3%	-25	-22%	-3	12%	5%	39%	-4%	7
COc1cc(OC)cc(-c2cc3nc(C)c(CCC(=O)O)c(C)n3n2)c1	3%	-11%	-15%	8	2.8µM*	-2	-3%	15µM*	0.71µM*	-14%	-11
Cc1nn(-c2ccccc2)c(Cl)c1/C=N/NC(=O)CNc1n[nH]c(=O)[nH]c1=O	-2%	2%	1%	.	-5%	0	.	?	-11%	-1%	.
CNC(=O)CN(Cc1ccccc1)S(=O)(=O)c1ccc(Cl)cc1	2%	6%	-3%	-12	16%	1	-9%	-1%	12%	-2%	-4
COc1ccc(-n2nc(C(=O)NCC(=O)NCCc3ccc(OC)c(OC)c3)c3ccccc3c2=O)cc1	-2%	-13%	-8%	3	-19%	-1	-9%	-1%	34%	2%	12
O=C(NN=C1CCCC1)c1cccc(O)c1	2%	5%	-3%	-19	10%	0	-10%	2%	-32%	1%	-2
CCS(=O)(=O)N1CCN(Cc2nc3ccccc3c(=O)[nH]2)CC1	7%	-1%	1%	-20	-1%	3	4%	3%	-6%	-13%	-5
S=C(NC1CCCCC1)N1CCc2[nH]c3ccccc3c2C1	-11%	10%	-4%	-3	-6%	-3	2%	24µM*	-16%	-10%	3
Cc1nc2cc(C(=O)N3CCN(C)CC3)ccc2n1C	-1%	0%	0%	-26	1%	5	-15%	-1%	-16%	0%	1
CCN(CC)CCN(C(=O)C1=COCCO1)c1nc2ccc(C)cc2s1	2%	9%	-1%	10	1%	.	5%	1%	-9%	-1%	-9
CCc1cccc(C)c1NC(=S)NCc1cccn1C	-4%	-2%	8%	4	7%	0	7%	3%	?	6%	.
COc1ccc(N=Nc2nc3ccc(Br)cc3n2C)cc1	4%	13%	2.8µM*	-18	1%	2	-14%	0.38µM*	18%	2.5µM*	-5
CCOC(=O)c1c(C)c(C(=O)NC2CCCCC2)c(C)n1CC	2%	-1%	-3%	13	-2%	2	4%	2%	16%	-3%	-16
CC(=O)Cn1nnc2sc3c(c2c1=O)CCC(C(C)(C)C)C3 (stereo not given)	-12%	3%	3.5µM*	-11	?	0	-8%	21µM*	19%	2.8µM*	0
CC(NC(=O)c1cc2ccccc2oc1=O)c1ccccc1 (stereo not given)	-1%	13%	18%	-1	-7%	5	0%	?	16%	22%	6
COc1cc(/C=C/C(=O)O)cc(S(=O)(=O)Nc2ccccc2C(=O)NCCc2ccccc2)c1OC	0%	?	1%	-4	-14%	4	-1%	-20%	6%	10%	-5
COc1ccc(-n2c(=O)c(CCC(=O)N3CCC(C)CC3)nc3ccccc32)cc1	0%	-2%	0%	66[activator]	.	.	-6%	4%	.	-4%	-5

# An excerpt from above in order of their number in Rab9 prom act, ascending:
SMILES | Rab9 prom act
S=C(NC1CCCCC1)N1CCc2[nH]c3ccccc3c2C1 | -10%
CCOC(=O)c1c(C)c(C(=O)NC2CCCCC2)c(C)n1CC | -3%
COc1cc(/C=C/C(=O)O)cc(S(=O)(=O)Nc2ccccc2C(=O)NCCc2ccccc2)c1OC | 10%

# (continued)
structure	Tb PFK inh	ELG1 genotox	NPC1 promoter act	Giardia killer	VP16 counter	FBPA coupling cs	uPA generation	FLuc counter	RORg inh	Rab9 prom act	KCNH2 3.1 inh
O=C(CN(CC1CCCO1)C(=O)CCC(=O)Nc1ccccn1)NCC1CCCO1 (stereo not given)	-4%	-1%	0%	7	.	-3	4%	3%	-14%[0.365 µM]	-3%	5
Cn1c([N+](=O)[O-])cnc1N1CCN(c2nncs2)C1=O	4%	0%	-3%	-93*	-15%	1	-1%	0%	-15%	0%	11
COc1ccc(NC(=O)C(CC(=O)O)Cc2ccc(Cl)cc2)cc1 (stereo not given)	0%	-5%	0%	21	-2%	1	-4%	-8%	-2%	6%	0
O=C(NNc1ncnc2c1cnn2-c1ccccc1)c1cccs1	-10%	14%	-2%	5	?	1	2%	?	?	1%	15
CCc1noc(C)c1C(=O)N1CCCC(C(=O)c2cc(F)ccc2F)C1 (stereo not given)	0%	-1%	-2%	-30	25%	0	-5%	2%	-2%	2%	1
COC(=O)c1ccc(C(=O)OC)c(NC(=O)/C=C/C(=O)O)c1	24%	1%	-1%	-3	-12%	5	0%	-2%	27%	0%	12
O=C(O)c1ccccc1C(=O)Nc1ccc(S(=O)(=O)N2CCCC2)cc1	1%	-1%	3%	12	-5%	1	-1%	-1%	-32%	-1%	7
COc1ccccc1CN(C)C(=O)c1ccc(S(=O)(=O)NCc2ccco2)cc1	1%	-1%	-10%	11	.	.	9%	4%	.	-1%	-4
NC(=O)c1ccsc1NC(=O)c1nc(-c2ccccc2)n(-c2ccccc2)n1	1%	-6%	-5%	-2	-2%	6	2%	-11%	-8%	-1%	10
CCCSCCCNC(=O)CC1Oc2ccccc2NC1=O (stereo not given)	3%	-2%	4%	11	1%	0	-10%	1%	21%	7%	4
COc1ccc(-c2sc3cc(OC)c(OC)cc3c2C#CC2(O)CCCCC2)cc1	-25%	-8%	8%	7	.	.	-3%	-11%	.	0%	.
CCn1cc(CN2CCC(n3nccc3NC(=O)CCCc3ccccc3)CC2)c(C)n1	1%	0%	-5%	-22	4%	0	-2%	2%	-5%	3%	1
CCN(CC)c1ccc(NS(=O)(=O)c2ccc3c(c2)oc(=O)n3C)c(C)c1	-8%	-9%	0%	-3	-22%	-13	5%	-4%	?	8%	-1
O=C(NCc1ccco1)c1cc(-c2ccccc2)on1	-1%	18µM*	?	2	3%	-1	-22%	?	43%	2.8µM*	-8
Cc1nnc(SCC(=O)Nc2c(C)n(C)n(-c3ccccc3)c2=O)n1Cc1ccccc1	-1%	2%	-1%	3	4%	1	5%	-2%	-1%	0%	13

# Compounds were not picked by outcome (roughly 14% active in at least one column).
